PV pol inh – poliovirus RdRp elongation inhibitors, primary screen, biochemical, fluorescence polarization, total intensity. % elongation, % (compound at 16.7 µg/mL). actives 0.66% (n = 150,000). Genome polyprotein (Poliovirus type 1 (strain Mahoney)), P03300. poliovirus polymerase elongation; active compounds read low. AID 588519, 2011; in the data active = % elongation below about 90%; also: some results filed as inactive read as strong as hits
Target sequence (P03300 1749-2209 limits assumed): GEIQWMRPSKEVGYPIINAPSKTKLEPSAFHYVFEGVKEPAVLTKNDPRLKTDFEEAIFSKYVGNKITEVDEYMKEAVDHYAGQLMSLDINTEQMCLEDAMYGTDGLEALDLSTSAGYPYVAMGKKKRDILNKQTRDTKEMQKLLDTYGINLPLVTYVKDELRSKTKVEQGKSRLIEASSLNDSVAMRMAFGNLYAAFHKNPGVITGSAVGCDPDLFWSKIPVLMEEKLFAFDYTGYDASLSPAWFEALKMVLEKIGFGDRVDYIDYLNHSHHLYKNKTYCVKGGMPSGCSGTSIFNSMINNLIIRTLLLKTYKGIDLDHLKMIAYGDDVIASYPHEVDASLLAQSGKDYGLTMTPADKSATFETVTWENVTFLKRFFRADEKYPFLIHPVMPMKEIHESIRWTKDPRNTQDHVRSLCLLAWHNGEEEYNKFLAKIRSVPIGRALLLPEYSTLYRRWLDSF
PV pol inh FP z-score – further read-out of PV pol inh, marked with its call; z-score; measured here: FP z-score; hits read low
Active calls of the source: *.

For CC/C(=N/NC(=O)C1C2CCCCC21)c1ccc(O)cc1 (centres undefined) the results were PV pol inh 101.0 and PV pol inh FP z-score -0.3.
For COC(=O)c1cc(-c2ccccc2C(F)(F)F)no1 the results were PV pol inh 103.0 and PV pol inh FP z-score 0.
`CCc1cccc(N2C(=O)N(CC(=O)NCc3cccc(OC)c3OC)c3ccccc3S2(=O)=O)c1` gave PV pol inh 109.0 and PV pol inh FP z-score 0.4.
`Cc1ccc(S(=O)(=O)N(C)CC(=O)Nc2ccc(S(N)(=O)=O)cc2)cc1` gave PV pol inh 102.0 and PV pol inh FP z-score 0.
Screening CCC(CC)NC(=O)c1cc2c(C)nn(Cc3ccccc3Cl)c2s1 returned PV pol inh 103.0 and PV pol inh FP z-score -0.1.
`COc1ccc(S(=O)(=O)NCCc2sc(-c3ccccc3)nc2C)cc1OC` gave PV pol inh 106.0 and PV pol inh FP z-score -0.4.
`O=C(CNS(=O)(=O)c1cccs1)N1CCN(c2ccccc2F)CC1` gave PV pol inh 108.0 and PV pol inh FP z-score 1.
`CC1(C)C(=O)Nc2ccccc2N1C(=O)COC(=O)COc1ccccc1` gave PV pol inh 105.0 and PV pol inh FP z-score 0.2.
`COc1ccc(OC)c(S(=O)(=O)NCc2cccn2Cc2cccc(C)c2)c1` gave PV pol inh 108.0 and PV pol inh FP z-score 0.4.
Cc1nc(C2CCOC(C)(C)C2)cs1 (centres undefined) was read as PV pol inh 99.0 and PV pol inh FP z-score -0.3.
Screening CCCC1=C(C(=O)OCC)C(c2cccnc2)n2ncnc2N1 (centres undefined) returned PV pol inh 104.0 and PV pol inh FP z-score 0.8.
For Cc1nnc2c3ccccc3nc(Nc3ccc(F)cc3Cl)n12 the results were PV pol inh 109.0 and PV pol inh FP z-score 0.6.
For CC(=O)N1CCN(c2nc3c(C)ccc(Cl)c3s2)CC1 the results were PV pol inh 109.0 and PV pol inh FP z-score 0.6.
Fc1ccc(N2CCN(c3nc4ccccc4c4nc(-c5cccnc5)nn34)CC2)cc1 was read as PV pol inh 104.0 and PV pol inh FP z-score 0.
CC(C)c1cc(C(C)C)c(S(=O)(=O)NCc2ccccc2)c(C(C)C)c1 was read as PV pol inh 102.0 and PV pol inh FP z-score 0.2.
Cc1cc(OCC(=O)NCc2ccco2)c(C)cc1Br was read as PV pol inh 104.0 and PV pol inh FP z-score 2.1.
For CCOC(=O)c1ccccc1NC(=O)c1nn(-c2ccc(C)cc2)c(=O)n(C)c1=O the results were PV pol inh 113.0 and PV pol inh FP z-score 1.6.
N#Cc1c(C(F)(F)F)nc(=O)n2ccccc12 was read as PV pol inh 92.0 and PV pol inh FP z-score -1.1.
For CCC(CO)NC(=O)c1cn(-c2ccccc2)nc1-c1ccc(Cl)cc1 (centres undefined) the results were PV pol inh 104.0 and PV pol inh FP z-score 0.3.
For CC(C)(C)NC(=S)Nc1cc(C(F)(F)F)ccc1N1CCCCC1 the results were PV pol inh 105.0 and PV pol inh FP z-score 0.
For C=CCn1cc(C(=O)NCC(OC)OC)c(=O)c2cc(S(=O)(=O)N3CCC(C)CC3)ccc21 the results were PV pol inh 100.0 and PV pol inh FP z-score -0.4.
`CC(C)c1ccc(NC(=O)C(C)N(c2ccccc2)S(C)(=O)=O)cc1` (centres undefined) gave PV pol inh 103.0 and PV pol inh FP z-score -0.7.
`CC(C)C(NS(=O)(=O)c1cccc2nsnc12)C(=O)O` (centres undefined) gave PV pol inh 97.0 and PV pol inh FP z-score -0.4.
`Cc1ccc(N2COc3ccc4c5c(c(=O)oc4c3C2)CCC5)cc1` gave PV pol inh 102.0 and PV pol inh FP z-score -0.1.
Screening CCOc1ccc(N2CC(C)Cn3c2nc2c3c(=O)n(CC(=O)O)c(=O)n2C)cc1 (centres undefined) returned PV pol inh 106.0 and PV pol inh FP z-score 0.1.
Screening CN1C(=O)Cc2ccccc21 returned PV pol inh 98.0 and PV pol inh FP z-score -0.1.
Screening CCc1nn(C(C)C(=O)N2CCN(c3ccccc3)CC2)c(=O)c2cc3occc3n12 (centres undefined) returned PV pol inh 104.0 and PV pol inh FP z-score -0.4.
For COc1ccccc1OCC(=O)NCC(c1ccc(Cl)cc1)N1CCCCC1 (centres undefined) the results were PV pol inh 105.0 and PV pol inh FP z-score 0.2.
Screening CC(C)(C)NC(=O)c1ccc2nc(CCc3ccccc3)oc2c1 returned PV pol inh 106.0 and PV pol inh FP z-score -0.2.
Screening O=C(NCCc1ccc(O)c(O)c1)C(F)(F)F returned PV pol inh 101.0 and PV pol inh FP z-score 0.
Screening Cc1cc(C)nc(SCC(=O)Nc2nc(=O)c3ccccc3s2)n1 returned PV pol inh 104.0 and PV pol inh FP z-score 0.4.
`COc1ccc2c(c1)c(=O)c(C(=O)c1ccc(F)cc1)cn2CC(=O)Nc1ccc2c(c1)OCCO2` gave PV pol inh 108.0 and PV pol inh FP z-score 0.3.
For COc1cc(OC)c(-c2nc(-c3ccccc3)c(-c3cccs3)[nH]2)cc1OC the results were PV pol inh 101.0 and PV pol inh FP z-score -0.2.
Screening C=Cc1c(C)c2cc3nc(cc4[nH]c(cc5nc(cc1[nH]2)C(C)=C5CCC(=O)O)c(CCC(=O)OC)c4C)[C@@]1(C)C3=CC=C(C(=O)OC)C1C(=O)OC (some centres undefined) (tested in a mixture with another compound) returned PV pol inh 100.0 and PV pol inh FP z-score 0.1.
For CCCC(=O)Nc1nc(C(=O)OCC)cs1 the results were PV pol inh 100.0 and PV pol inh FP z-score -0.3.
`COc1ccc(NS(=O)(=O)/C=C/c2ccccc2)cc1` gave PV pol inh 108.0 and PV pol inh FP z-score 0.7.

10 successive compounds out of the list so far:
Screening CCc1nn(C(C)C(=O)N2CCN(c3ccccc3)CC2)c(=O)c2cc3occc3n12 (centres undefined) returned PV pol inh 104.0 and PV pol inh FP z-score -0.4.
For COc1ccccc1OCC(=O)NCC(c1ccc(Cl)cc1)N1CCCCC1 (centres undefined) the results were PV pol inh 105.0 and PV pol inh FP z-score 0.2.
Screening CC(C)(C)NC(=O)c1ccc2nc(CCc3ccccc3)oc2c1 returned PV pol inh 106.0 and PV pol inh FP z-score -0.2.
Screening O=C(NCCc1ccc(O)c(O)c1)C(F)(F)F returned PV pol inh 101.0 and PV pol inh FP z-score 0.
Screening Cc1cc(C)nc(SCC(=O)Nc2nc(=O)c3ccccc3s2)n1 returned PV pol inh 104.0 and PV pol inh FP z-score 0.4.
`COc1ccc2c(c1)c(=O)c(C(=O)c1ccc(F)cc1)cn2CC(=O)Nc1ccc2c(c1)OCCO2` gave PV pol inh 108.0 and PV pol inh FP z-score 0.3.
For COc1cc(OC)c(-c2nc(-c3ccccc3)c(-c3cccs3)[nH]2)cc1OC the results were PV pol inh 101.0 and PV pol inh FP z-score -0.2.
Screening C=Cc1c(C)c2cc3nc(cc4[nH]c(cc5nc(cc1[nH]2)C(C)=C5CCC(=O)O)c(CCC(=O)OC)c4C)[C@@]1(C)C3=CC=C(C(=O)OC)C1C(=O)OC (some centres undefined) (tested in a mixture with another compound) returned PV pol inh 100.0 and PV pol inh FP z-score 0.1.
For CCCC(=O)Nc1nc(C(=O)OCC)cs1 the results were PV pol inh 100.0 and PV pol inh FP z-score -0.3.
`COc1ccc(NS(=O)(=O)/C=C/c2ccccc2)cc1` gave PV pol inh 108.0 and PV pol inh FP z-score 0.7.

New compounds follow.
Screening COc1cc(-c2nnc(SCC(=O)Nc3ccc(F)c(Cl)c3)o2)cc(OC)c1OC returned PV pol inh 108.0 and PV pol inh FP z-score 0.2.
For O=c1c2c3c(sc2nc2sc(C4CC4)nn12)CCCC3 the results were PV pol inh 99.0 and PV pol inh FP z-score -0.1.
Screening Cc1ccc(S(=O)(=O)CCC#N)cc1C returned PV pol inh 98.0 and PV pol inh FP z-score -0.9.
`CC(=O)N1CCC(N(Cc2ccco2)C(=O)NC23CC4CC(CC(C4)C2)C3)CC1` gave PV pol inh 101.0 and PV pol inh FP z-score 0.
Cc1cccc(-n2ncc3c(Nc4ccc(C)c(Cl)c4)ncnc32)c1 was read as PV pol inh 111.0 and PV pol inh FP z-score 1.2.
`CCN=C1SC(C(=O)Nc2ccc(OCC)cc2)CC(=O)N1CC` (centres undefined) gave PV pol inh 105.0 and PV pol inh FP z-score 0.6.
COC(=O)N1c2ccccc2C=CC1C#N (centres undefined) was read as PV pol inh 101.0 and PV pol inh FP z-score 0.
COc1cccc(C(=O)Nc2cc(F)cc(F)c2)c1 was read as PV pol inh 101.0 and PV pol inh FP z-score -0.5.
O=C(Oc1ccc(Oc2ccccc2)cc1)N1CCC(OC(=O)n2ccnc2)CC1 was read as PV pol inh 107.0 and PV pol inh FP z-score 0.6.
For Cc1ccc(C)c(S(=O)(=O)n2nnc3ccccc32)c1 the results were PV pol inh 104.0 and PV pol inh FP z-score 0.7.
Screening COc1ccc(Nc2ncnc3c2cnn3-c2cc(Cl)ccc2C)cc1OC returned PV pol inh 108.0 and PV pol inh FP z-score 0.1.
Screening COc1ccc(OC)c(N=C(N)N=C(N)N)c1 returned PV pol inh 100.0 and PV pol inh FP z-score 0.
Screening CC(C)(C)CC(C)(C)NC(=O)c1ccccc1 returned PV pol inh 100.0 and PV pol inh FP z-score -0.1.
O=C(CCC(=O)c1cccs1)Nc1ccc2c(c1)OCO2 was read as PV pol inh 101.0 and PV pol inh FP z-score -0.7.
For COC(=O)C(Cc1ccccc1)NC(=O)c1ccc(C#N)cc1 (centres undefined) the results were PV pol inh 105.0 and PV pol inh FP z-score 0.3.
Screening CCCCNS(=O)(=O)c1cnn(CC)c1 returned PV pol inh 101.0 and PV pol inh FP z-score -0.3.
Screening Cc1ccc(-c2nc(C(=O)N(C)c3cc(C)ccc3C)c3n2CCCCC3)cc1 returned PV pol inh 100.0 and PV pol inh FP z-score -0.5.
Screening CC1CN=C(c2cccn2Cc2ccc(F)cc2)O1 (centres undefined) returned PV pol inh 101.0 and PV pol inh FP z-score 0.3.
`CC(C)C(=O)Nc1c(C(=O)Nc2ccc3c(c2)OCO3)oc2ccccc12` gave PV pol inh 104.0 and PV pol inh FP z-score 0.7.
Screening O=C(Cn1cnc2c(nnn2-c2cccc(Cl)c2)c1=O)N1CCCc2ccccc21 returned PV pol inh 99.0 and PV pol inh FP z-score -0.6.
For O=C(Cn1nnc2ccccc21)N/N=C1\CC(c2ccccc2)Oc2ccccc21 (centres undefined) the results were PV pol inh 103.0 and PV pol inh FP z-score 0.1.
Screening N/C(=N\C(=S)Nc1cc(Cl)ccc1Cl)c1ccccc1 returned PV pol inh 102.0 and PV pol inh FP z-score -0.1.
`CCc1ccc(NC(=O)C2CCCN(S(=O)(=O)c3ccc(F)cc3)C2)cc1` (centres undefined) gave PV pol inh 110.0 and PV pol inh FP z-score 0.7.
`Cc1ccc(-n2nc(C)c3c(C(F)(F)F)cc(-c4cccnc4)nc32)cc1C` gave PV pol inh 109.0 and PV pol inh FP z-score 0.4.
`COc1ccc(OC)c(NC(=O)Cn2c(=O)n(Cc3ccccc3)c(=O)c3ccccc32)c1` gave PV pol inh 109.0 and PV pol inh FP z-score 1.1.
`CCN(CCCNC(=O)c1cc2c(Cl)nc3ccccc3c2s1)Cc1ccccc1` gave PV pol inh 99.0 and PV pol inh FP z-score -0.5.
`O=C(CN(c1ccc(F)cc1)S(=O)(=O)c1ccc2c(c1)OCCO2)N1CCN(Cc2ccc3c(c2)OCO3)CC1` gave PV pol inh 101.0 and PV pol inh FP z-score 0.3.
`CN1CC(=O)N(c2ccccc2)C1=S` gave PV pol inh 102.0 and PV pol inh FP z-score 0.6.
`O=C1c2ccccc2S(=O)c2ccccc2S(=O)(=O)N1Cc1ccccc1` (centres undefined) gave PV pol inh 98.0 and PV pol inh FP z-score -0.9.
For CCCc1n(CC(O)COc2ccccc2C)c2ccccc2[n+]1C (centres undefined) the results were PV pol inh 103.0 and PV pol inh FP z-score 0.4.
For COc1ccc(C(C)C)cc1S(=O)(=O)N1CCCC1 the results were PV pol inh 100.0 and PV pol inh FP z-score -0.5.
For Cc1ccccc1CN1CCN(CCOCCO)CC1 the results were PV pol inh 100.0 and PV pol inh FP z-score 0.2.
For CCOc1ccc(/C=C(\C#N)C(=O)Nc2sc3c(c2C(=O)OC)CCC3)cc1OC the results were PV pol inh 108.0 and PV pol inh FP z-score 0.3.
For O=C1NC(=O)N(Cc2ccccc2Cl)C(=O)/C1=C/N1CCCCC1 the results were PV pol inh 102.0 and PV pol inh FP z-score 0.4.
Screening O=S(=O)(c1ccc(Cl)cc1Cl)n1ccnc1 returned PV pol inh 106.0 and PV pol inh FP z-score 0.2.
O=C(Nc1ccc2oc(-c3cccc(Cl)c3Cl)nc2c1)c1cccc(Br)c1 was read as PV pol inh 99.0 and PV pol inh FP z-score -0.5.
Screening CS(=O)(=O)Cc1cc(F)cc2c1OCOC2 returned PV pol inh 104.0 and PV pol inh FP z-score 0.
`COc1ccc(OC)c(-c2nc(C(N)=O)c3c(n2)n(-c2ccc4c(c2)OCO4)c(=O)n3C)c1` gave PV pol inh 111.0 and PV pol inh FP z-score 0.9.
Cc1ccccc1C(=O)N(Cc1ccc(N(C)C)cc1)CC1CCCO1 (centres undefined) was read as PV pol inh 106.0 and PV pol inh FP z-score -0.1.
`CC(=O)Oc1ccccc1C(=O)NC(C)c1ccccc1` (centres undefined) gave PV pol inh 103.0 and PV pol inh FP z-score -0.1.
CN(C)C(=O)n1nc2c3c(cccc31)C(=O)c1ccccc1-2 was read as PV pol inh 101.0 and PV pol inh FP z-score -0.3.
Screening O=C(c1ccc(Br)o1)n1cnc2ccccc21 returned PV pol inh 97.0 and PV pol inh FP z-score -0.7.
Screening CSc1sc(C(=O)O)c(I)c1S(=O)(=O)C(C)C returned PV pol inh 104.0 and PV pol inh FP z-score -0.3.
For Cc1ccc(C(=O)COC(=O)C(Cc2c[nH]c3ccccc23)NC(=O)c2ccc(C(C)(C)C)cc2)cc1 (centres undefined) the results were PV pol inh 103.0 and PV pol inh FP z-score -0.3.
For O=c1nc(SCc2ccccc2)nc2ccccn12 the results were PV pol inh 103.0 and PV pol inh FP z-score 0.2.
Brc1ccc(C=NC2CCCCC2)cc1 was read as PV pol inh 102.0 and PV pol inh FP z-score 0.
For CCOc1cc(-c2nc(-c3ccc(Br)cc3)no2)cc(OCC)c1OCC the results were PV pol inh 103.0 and PV pol inh FP z-score -0.5.
For Cc1cc(C)n(C(C)CC(=O)N2CCN(c3ccc(F)cc3)CC2)n1 (centres undefined) the results were PV pol inh 103.0 and PV pol inh FP z-score 1.1.

Screening data as filed in PubChem.

An excerpt, so the mix of outcomes need not match the whole.
